MrgX1 antag – blocks BAM8-22 activation of human MrgX1 receptor. Q96LB2. MRGX1-HEK293 calcium flux, Fluo-4, BAM8-22 antagonism; stronger effect = lower value. B-score at 10 µM. 1.3% of 310,000 active;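 active = calcium-response B-score plate-corrected more than 3 library SD below zero, starting fluorescence within 5 deviations, no agonist response on first addition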;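 also: peak minus trough fluorescence over baseline after final BAM8-22 challenge near maximal dose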
Target sequence (Q96LB2 whole entry, looked up): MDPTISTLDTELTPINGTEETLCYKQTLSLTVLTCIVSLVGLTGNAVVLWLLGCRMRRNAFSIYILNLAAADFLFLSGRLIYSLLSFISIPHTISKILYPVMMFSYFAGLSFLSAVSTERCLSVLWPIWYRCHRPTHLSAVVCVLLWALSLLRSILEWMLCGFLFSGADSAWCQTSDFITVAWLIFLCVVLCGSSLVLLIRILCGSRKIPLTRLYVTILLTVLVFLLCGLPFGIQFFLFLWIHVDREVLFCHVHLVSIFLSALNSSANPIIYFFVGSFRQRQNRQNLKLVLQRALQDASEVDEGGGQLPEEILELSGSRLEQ
SKKanGAS inh – inhibitors of SKKanGAS S. pyogenes growth in kanamycin (SK-promoter or general growth effect) | BacTiter-Glo, 6 h | inhibition, % at 7.5 µM | 1.3% of 300,000 active | AID 1662;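 active = mean replicate score, as percent of positive control median, at least 50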;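 also: strain carries kanamycin resistance gene driven by streptokinase promoter and grows in 40 µg/ml kanamycin; loss of luminescence reflects streptokinase promoter inhibition or plain growth inhibition; 0% = median of DMSO wells and 100% = positive control at its reference dose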
RGS4 act – RGS4 potentiation or activation. HEK293 M3R/inducible RGS4, carbachol calcium flux Fluo4; stronger effect = lower value. B-score at 10 µM. 0.92% of 310,000 active;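 active = B-score of the integrated calcium signal more than 4 SD below the library mean, with starting fluorescence not abnormally high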;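 also: negative B-score means reduced calcium response which marks RGS4 activation or potentiation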
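Material: M3R-expressing HEK293 line, RGS4 induced by doxycycline | Schedule: Overnight RGS4 induction, 30 min dye load 37 °C, 20 min compound RT | Measured by: Fluo4 fluorescence kinetic imaging of calcium | Read-out: Integrated calcium ratio converted to B score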
MrgX1 allo act – human MrgX1 positive allosteric modulation, primary screen. Q96LB2. MrgX1-HEK293, Fluo-4 calcium flux, FDSS; stronger effect = higher value. B-score at 10 µM. 0.63% of 310,000 active;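 active = plate-corrected calcium response at least 3 library SD above typical, normal starting fluorescence, not activating the receptor alone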;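 also: compound read alongside a low EC10 to EC30 dose of BAM8-22 agonist; peak minus trough fluorescence over baseline measured at the second addition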
MrgX1 ag – human MrgX1 receptor agonism, primary screen | Q96LB2 | MrgX1-HEK293 cells, Fluo-4 calcium fluorescence, agonist mode; stronger effect = higher value | B-score at 10 µM | 0.44% of 310,000 active | AID 588627;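 active = calcium response B-score plate-corrected fluorescence ratio at least 3 library SD, with starting fluorescence B-score inside 5 SD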
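Test system: Stable human MrgX1 HEK293 cell line | Schedule: Overnight plating before 1 h dye loading | Read-out basis: Baseline-normalised fluorescence change ratio, B-scored | Detection: Kinetic calcium dye fluorescence, Fluo-4 NW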
TRPC6 inhibitor – blocks the mouse TRPC6 cation channel; 1.1% of 310,000 active; Q61143; B-score at 10 µM; AID 2553; HEK293-TRPC6, membrane potential dye, ACh-evoked depolarization; stronger effect = lower value;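 active = B-score under library mean minus 3 SD, initial fluorescence not abnormally high, positive integrated signal ratio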;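 also: B-score derived from integrated fluorescence ratio over the kinetic read; more negative B-score means stronger inhibition of depolarization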
TRPC6 activator – activates the mouse TRPC6 cation channel; HEK293-TRPC6 membrane potential dye fluorescence; stronger effect = higher value; B-score at 10 µM; 0.13% of 310,000 active; AID 2550;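 active = B-score of the integrated fluorescence ratio above library mean plus 3 SD, and starting fluorescence ratio within library mean plus 5 SD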;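 also: higher score means more depolarization so channel activation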
RGS4 inh – inhibitors of human RGS4 | HEK293 M3R/RGS4 inducible, Fluo-4 calcium flux; stronger effect = higher value; triggered by carbachol at its EC20 | B-score at 10 µM | 0.45% of 310,000 active | P49798;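 active = B-score, a plate-corrected calcium signal, over three deviations above library mean, with baseline fluorescence within five deviations of library mean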;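 also: RGS4 expression induced by doxycycline in cells with stable M3 receptor; B-score is computed from the integrated fluorescence ratio over baseline after carbachol; higher B-score means a larger calcium signal and so more RGS4 inhibition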
Target sequence (P49798 whole entry, looked up): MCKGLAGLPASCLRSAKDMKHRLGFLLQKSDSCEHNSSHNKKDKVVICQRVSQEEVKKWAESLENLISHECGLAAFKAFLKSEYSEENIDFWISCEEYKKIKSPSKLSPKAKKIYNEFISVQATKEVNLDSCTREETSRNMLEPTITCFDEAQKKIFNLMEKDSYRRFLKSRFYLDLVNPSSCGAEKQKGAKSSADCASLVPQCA
HIF activator – HIF pathway transcriptional activation; U2OS HRE-luciferase reporter, luminescence; normalized: DMSO 0%, desferrioxamine 100%; activation, % at 7.5 µM (by protocol); 0.32% of 300,000 active;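 active = mean activation of at least 10% of the iron chelator positive control signal, with at least half of replicates also reaching 10%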
Platelet DG rel – platelet dense granule release activity | human platelet-rich plasma, SFLLRN dense granule ATP release, luminescence | inhibition, %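 (compounds screened at 7.5 µM in platelet-rich plasma)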 | 0.22% of 300,000 active | AID 1663;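 active = mean replicate score, as percent of positive control, at or above 50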
TRPC4 block – TRPC4 (mouse) channel inhibition | Q9QUQ5 | HEK293 TRPC4beta/mu-opioid, DAMGO-evoked Fluo4 calcium flux; stronger effect = lower value | B-score at 10 µM | 0.39% of 300,000 active;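 active = B-score over 3 SD under the library average, no early fluorescence shift, positive overall ratio signal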
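material = TRPC4beta/mu-opioid receptor HEK293 cell line | probe or stimulus = sequential submaximal and maximal DAMGO stimulation | compound dosing = one concentration per compound | measured by = Fluo4 Ca2+ flux fluorescence | evaluation = integrated fluorescence ratio relative to baseline, converted to per-well B score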
Numbers without * were called inactive; i = inactive; / = no result given.

SMILES	MrgX1 antag	SKKanGAS inh	RGS4 act	MrgX1 allo act	MrgX1 ag	TRPC6 inhibitor	TRPC6 activator	RGS4 inh	HIF activator	Platelet DG rel	TRPC4 block
O=C(CSc1nnc(CNC(=O)c2ccccc2)o1)NCc1ccco1	i	-1	i	i	i	i	i	i	-0.6	-4	i
CCCOC(=O)C1C2C=CC3(CN(c4cccc(Cl)c4)C(=O)C13)O2 (configuration not stated)	i	-3	i	i	i	i	i	i	-0.2	1	i
CCOC(=O)c1ccccc1NC(=O)c1cccc([N+](=O)[O-])c1	i	-4	i	i	i	i	i	i	-0.3	-1	i
CCc1ccc(Nc2ncc3c(n2)CC(C)CC3=O)cc1 (configuration not stated)	i	-1	i	i	i	i	i	i	1.7	7	i
CCC(CC)C(=O)Nc1cccc(C(=O)NC(C)(C)C)c1	i	12	i	i	i	i	i	i	0.1	1	i
COc1ccc(CC(=O)Nc2sc3c(c2C(N)=O)CCCC3)cc1	i	1	i	i	i	i	i	i	-8.2	6	i
COc1ccccc1NC(=O)C(=O)NNC(=O)c1ccco1	i	3	i	i	i	i	i	i	2.5	-1	i
Cc1cccc(SC2CCN(C(=O)C3CCC(=O)N(C4CC4)C3)CC2)c1 (configuration not stated)	i	0	i	i	i	i	i	i	0.3	-20	i
Brc1cc2ccccc2[n+](Cc2ccccc2)c1	i	-4	i	i	i	i	i	i	0.7	-6	i
COCCOCCn1cnc2ccccc21	i	6	i	i	i	i	i	i	0.4	1	i
COc1cc(OC)cc(N(C(=O)C2COc3ccccc3O2)C(C(=O)NC2CCCCC2)c2ccc(O)cc2)c1 (configuration not stated)	i	3	i	i	i	i	i	i	-0.8	5	i
CCOc1ncccc1C(=O)Nc1nnc(C)s1	-4.8*	-24	i	i	i	i	i	i	0.3	-4	i
Cc1cc(N)ccc1-n1nc2ccccc2n1	i	-4	i	i	i	i	i	i	0.8	-9	i
O=C(CN1CCCCCC1)Nc1ccc([N+](=O)[O-])cc1Cl	i	3	i	i	i	i	i	i	-1.4	11	i
COc1cc(/C=C2/N=C(c3ccccc3)OC2=O)c(F)cc1OCc1ccccc1	-4.9*	8	i	i	i	i	i	i	-0.5	6	i

Some of these compounds in order of count of non-hydrogen atoms, descending:
SMILES	MrgX1 antag	SKKanGAS inh	RGS4 act	MrgX1 allo act	MrgX1 ag	TRPC6 inhibitor	TRPC6 activator	RGS4 inh	HIF activator	Platelet DG rel	TRPC4 block
CCCOC(=O)C1C2C=CC3(CN(c4cccc(Cl)c4)C(=O)C13)O2 (configuration not stated)	i	-3	i	i	i	i	i	i	-0.2	1	i
CCC(CC)C(=O)Nc1cccc(C(=O)NC(C)(C)C)c1	i	12	i	i	i	i	i	i	0.1	1	i
Cc1cc(N)ccc1-n1nc2ccccc2n1	i	-4	i	i	i	i	i	i	0.8	-9	i

Going on with the list.
SMILES	MrgX1 antag	SKKanGAS inh	RGS4 act	MrgX1 allo act	MrgX1 ag	TRPC6 inhibitor	TRPC6 activator	RGS4 inh	HIF activator	Platelet DG rel	TRPC4 block
CCOC(=O)C1=C(c2ccccc2)Nc2ncnn2C1c1cc(OC)cc(OC)c1OC (configuration not stated)	i	7	i	i	i	i	i	i	-0.6	2	i
O=C(N/N=C/c1cccnc1)c1ccc(NC(=O)c2ccccc2Cl)cc1	i	-2	i	i	i	i	i	i	-0.4	0	i
O=C(c1cc(COc2ccc(F)cc2Cl)on1)N1CC[C@@H]2CCCC[C@H]2C1	i	3	i	i	i	i	i	i	0.1	1	i
CCOC(=O)C1CCCN(C(=O)Cn2nc(C)n3c(cc4c(OC)cccc43)c2=O)C1 (configuration not stated)	i	-2	i	i	i	i	i	i	-0.8	-61	i
Cc1ccc(NS(=O)(=O)c2cccc3cccnc23)c(Cl)c1	i	28	i	i	i	i	i	i	0.2	1	i
CCOC(=O)C1=C(COC(=O)CNS(=O)(=O)c2ccc(C)cc2)NC(=O)NC1C (configuration not stated)	i	9	i	i	i	i	i	i	1.6	-2	i
Cc1occc1C(=O)Nc1cccc([N+](=O)[O-])c1	i	4	i	i	i	i	i	i	0.2	4	i
Clc1ccccc1CSc1nnc(-c2cccnc2)n1Cc1ccco1	i	3	i	i	i	i	i	i	-0.4	-5	i
O=C(CS)Nc1ccc2ccccc2c1	i	8	i	i	i	i	i	i	-7.0	-11	i
CCN(CC)S(=O)(=O)c1cccc(-c2nnc(SCCOc3ccccc3C)o2)c1	i	-6	i	i	i	i	i	i	-0.9	-2	i
CCOC(=O)c1sc2nc(-c3ccco3)c3c(c2c1N)CC(C)(C)OC3	i	-5	i	i	i	i	i	i	-0.1	1	i
O=C(CCNC(=O)c1ccc(Br)cc1)Nc1ccccc1N1CCOCC1	i	0	i	i	i	i	i	i	-0.4	3	i
COc1ccc(C(NCC(=O)NC(C)c2ccc(Cl)cc2)c2ccccc2)cc1 (configuration not stated)	i	15	i	i	i	i	i	i	-4.6	15	i
O=C(CCCc1ccccc1)Nc1ccc(Br)cc1F	i	2	i	i	i	i	i	i	2.2	-9	i
Cc1ccc(OCc2ccc(C(=O)Nc3nc4ccccc4n3Cc3ccccc3)o2)c([N+](=O)[O-])c1	i	41	i	i	i	i	i	i	-28	1	i
Cn1c(=O)[nH]c(=O)c2c1nc1n2CCCN1CCc1ccccc1	i	-5	i	i	i	i	i	i	/	/	i
CCc1c(C)nc2ncnn2c1N1CCCC(C(=O)NCc2ccc3c(c2)OCO3)C1 (configuration not stated)	i	-1	i	i	i	i	i	i	0.1	-3	i
O=C(O)c1cc(-c2ccc(-c3c(-c4ccc5c(c4)OCO5)noc3-c3ccsc3)cc2)nc2ccccc12	i	94*	-11*	i	i	i	i	i	2.9	-6	i
Cc1nn(Cc2ccc(C(=O)Nc3ccccc3C(F)(F)F)o2)c(C)c1Br	i	7	i	i	i	i	i	i	-0.2	1	i
Cc1ccc(NC(=O)NC(=O)CN2C(=O)NC3(CCCCCCC3)C2=O)c(C)c1	i	22	i	i	i	-5.6*	i	i	0.1	-6	i
Cc1ccc2nc(C3CCCN(C(=S)Nc4ccccc4C)C3)[nH]c2c1 (configuration not stated)	i	-5	i	i	i	i	i	i	0.0	-1	i
CC(=O)C1=C(O)C(=O)N(CCN2CCOCC2)C1c1ccc(N(C)C)cc1 (configuration not stated)	i	0	i	i	i	i	i	i	-0.5	-5	i
OCC[C@@H]1C[C@@H](O)[C@H](O)[C@@]2(CCCO2)O1	i	-4	i	i	i	i	i	i	1.0	-2	i
Cc1ccc(N2C(=O)C3C4C=CC(C4)C3C2=O)cc1C (configuration not stated)	i	-3	i	i	i	i	i	i	-0.5	-6	i
O=S(=O)(c1ccc(F)cc1)c1nc(-c2ccccc2F)oc1N1CCCCC1	i	13	i	i	i	i	i	i	0.1	4	i
CC1CCCCN1C(=O)c1cc(-c2ccc3c(c2)OCO3)on1 (configuration not stated)	i	-6	i	i	i	i	i	i	1.0	5	i
CC(C)NC(=O)CSCc1ccccc1Cl	i	-1	i	i	i	i	i	i	0.1	-2	i
O=c1c(C(c2c(O)nc3n(c2=O)CCS3)c2cccc3ccccc23)c(O)nc2n1CCS2	i	3	i	i	i	i	i	i	2.2	4	i
COc1ccccc1-c1c(C)oc2cc(OCC(=O)OCc3ccccc3)ccc2c1=O	i	1	i	i	i	i	i	i	-0.8	-6	i
CC1CCN(CCOCCOc2ccc(Cl)cc2Br)CC1	i	-3	i	i	i	i	i	i	0.6	6	i
O=C(CSc1nc2ccccc2c(=O)n1-c1ccccc1)c1c[nH]c2ccccc12	-6*	7	i	i	i	i	i	i	-0.6	-1	i
O=C1Nc2ccccc2C(O)(C(=O)NCc2ccc3c(c2)OCO3)N1c1ccccc1 (configuration not stated)	i	-1	i	i	i	i	i	i	0.0	-5	i
Cc1cc(C(=O)OCC(=O)Nc2ccccc2F)c(C)o1	i	0	i	i	i	i	i	i	-1.2	1	i
CCCc1nnc(NC(=O)c2cccs2)s1	i	-1	i	i	i	i	i	i	1.0	-2	i
CCOC(=O)N1CCN(c2nnnn2-c2ccccc2)CC1	i	-10	i	i	i	i	i	i	-0.4	-13	i
CCOc1cc(-c2nc(-c3ccc(C)nc3OCC)no2)cc(OCC)c1OCC	i	-2	i	i	i	i	i	i	0.0	-9	i
Cc1cc(NC(=O)Cc2cc(F)cc(F)c2)no1	i	1	i	i	i	i	i	i	-11	-8	i
Cc1cc2nnc(SCC(=O)NCC3CCCO3)n2c2ccccc12 (configuration not stated)	i	1	i	i	i	i	i	i	0.6	2	i
O=C(CSc1nnc(Cc2ccccc2)n1-c1ccc(Cl)cc1)N1CCOCC1	i	-15	i	i	i	i	i	i	-0.1	9	i
CCOC(=O)N1CCc2c(sc(NC(=O)C3COc4ccccc4O3)c2C(N)=O)C1 (configuration not stated)	i	4	i	i	i	i	i	i	1.2	-9	i
CC(C)CC(NC(=O)OC(C)(C)C)c1cn([C@@H](CCC(=O)OC(C)(C)C)C(=O)N2CCN(C(=O)OC(C)(C)C)CC2)nn1 (some centres not stated)	i	3	i	i	i	i	i	i	0.0	7	i
CCCCCCCNC(=O)CC(NS(=O)(=O)c1ccc(NC(C)=O)cc1)C(C)C (configuration not stated)	i	-2	i	i	i	i	i	i	0.2	2	i
S=C(NCc1ccc2c(c1)OCO2)Nc1ccc2nsnc2c1	i	4	i	i	i	i	i	i	0.8	3	i
CCCC(=O)OCC(=O)Nc1ccc2[nH]c(=O)[nH]c2c1	i	-8	i	i	i	i	i	i	0.1	-3	i
COc1ccc(C(C#N)Nc2ccccc2C)cc1 (configuration not stated)	i	-4	i	i	i	i	i	i	0.2	-5	i
Cc1cc[n+](-c2ccccc2)c2ccccc12	i	-5	i	i	i	i	i	i	-0.4	-2	i
CC(CCc1ccccc1)NC(=O)c1nnc(Cc2ccc(F)cc2)o1 (configuration not stated)	i	-5	i	i	i	i	i	i	0.0	3	i

Two of the compounds above, as labelled records.
CCCCCCCNC(=O)CC(NS(=O)(=O)c1ccc(NC(C)=O)cc1)C(C)C (configuration not stated)
  MrgX1 antag: i
  SKKanGAS inh: -2
  RGS4 act: i
  MrgX1 allo act: i
  MrgX1 ag: i
  TRPC6 inhibitor: i
  TRPC6 activator: i
  RGS4 inh: i
  HIF activator: 0.2
  Platelet DG rel: 2
  TRPC4 block: i
S=C(NCc1ccc2c(c1)OCO2)Nc1ccc2nsnc2c1
  MrgX1 antag: i
  SKKanGAS inh: 4
  RGS4 act: i
  MrgX1 allo act: i
  MrgX1 ag: i
  TRPC6 inhibitor: i
  TRPC6 activator: i
  RGS4 inh: i
  HIF activator: 0.8
  Platelet DG rel: 3
  TRPC4 block: i
